Screening results from PubChem.
WRN helicase inh – blocks human WRN helicase; Potency, µM (doses to about 114 µM), inactives show top-dose activity change, negative = inhibition, actives largely listed as inhibitors; Q14191; WRN helicase unwinding, fluorescent forked duplex, kinetic; 0.46% of 360,000 active; also: potency is read from the fitted curve at half-maximal effect; % is scaled to controls: 0 for no effect and ±100 for the full control effect; nearly all actives have a fitted effect of over 55% in size
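Kinetic red-fluorescence monitoring (525/598 nm) tracks WRN helicase activity after 100 nM fluorophore-quencher forked duplex and 2 mM ATP are added to 20 nM enzyme pretreated 15 min at room temperature with compound.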
PI5P4Ka inh – inhibitors of human PI5P4K alpha | P48426 | max response, % | PI5P4Kalpha enzyme, ADP-Glo luminescence, 60 min; hits give low values | 1.2% of 330,000 active; active = max response of -50% or lower; inconclusive = between -30% and -50%; inactive = -30% or higher; also: value at the top dose of about 77 µM; % is scaled to controls: 0 for no effect and ±100 for the full control effect
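Quantitative HTS of the MLSMR library against PI5P4Kalpha with substrate. ATP added last at 5 microM final; room temperature, 60 minutes. Remaining ATP depleted, ADP converted and read as luminescence.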
PLK1 PBD block – PLK1 (human) polo-box domain binding inhibition; P53350; Plk1 PBD binding of FITC phosphopeptide, fluorescence polarization; Potency, µM, for the others: max response, negative = inhibition, hits mostly inhibitors; 2.8% of 360,000 active; AID 720504; also: potency is read from the fitted curve at half-maximal effect; series mostly up to about 57 µM; % is scaled to controls: 0 for no effect and ±100 for the full control effect; nearly all actives have a fitted effect of over 65% in size
EPAC2 agonist – activates human EPAC2 exchange factor; Q8WZA2; EPAC2 activation, biochemical qHTS; response scale: 100% = 6.5 mM cAMP response; Potency, µM (series often up to 154 µM), inactives show at the top dose activation, most hits filed as activators; 0.079% of 360,000 active; AID 720711; also: potency is read from the fitted curve at half-maximal effect; nearly all actives have a fitted effect of over 50% in size
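Guanine nucleotide exchange by EPAC2 is measured as reduced fluorescence of BODIPY-GDP once it is released from 250 nM Rap1B. Plates are read kinetically for 30 min at room temperature; results are scaled to 6.5 mM cAMP.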
IL2 activator – activates IL-2 in a cell-based reporter assay; IL-2 activation reporter assay, cell-based qHTS; stimulated with anti-CD3/CD4/CD28 beads; in transgenic mouse T cells; activation, % (series mostly up to about 46 µM); 0.065% of 360,000 active; AID 652025; in the data active = activation above about 50%; inconclusive = mostly about 30% to 49%; also: 0% is about no effect
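Using fluorescent plate cytometry, EGFP and DsRed are detected in transgenic mouse T cells stimulated 18 h at 37 degrees C with antibody-coated beads after 60 min compound pretreatment.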
EPAC1 antag – antagonists of human EPAC1 | EPAC1 GEF assay, Rap1b-BODIPY-GDP exchange fluorescence | Potency, µM (series often up to 115 µM), without a hit: top-dose activity change, negative = inhibition, most hits filed as inhibitors | 0.14% of 360,000 active | AID 720709;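 also: potency is read from the fitted curve at half-maximal effect; plate controls were vehicle for no effect and positive control for full effect; nearly all actives have a fitted effect of over 50% in size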
Target sequence (O95398 whole entry, looked up): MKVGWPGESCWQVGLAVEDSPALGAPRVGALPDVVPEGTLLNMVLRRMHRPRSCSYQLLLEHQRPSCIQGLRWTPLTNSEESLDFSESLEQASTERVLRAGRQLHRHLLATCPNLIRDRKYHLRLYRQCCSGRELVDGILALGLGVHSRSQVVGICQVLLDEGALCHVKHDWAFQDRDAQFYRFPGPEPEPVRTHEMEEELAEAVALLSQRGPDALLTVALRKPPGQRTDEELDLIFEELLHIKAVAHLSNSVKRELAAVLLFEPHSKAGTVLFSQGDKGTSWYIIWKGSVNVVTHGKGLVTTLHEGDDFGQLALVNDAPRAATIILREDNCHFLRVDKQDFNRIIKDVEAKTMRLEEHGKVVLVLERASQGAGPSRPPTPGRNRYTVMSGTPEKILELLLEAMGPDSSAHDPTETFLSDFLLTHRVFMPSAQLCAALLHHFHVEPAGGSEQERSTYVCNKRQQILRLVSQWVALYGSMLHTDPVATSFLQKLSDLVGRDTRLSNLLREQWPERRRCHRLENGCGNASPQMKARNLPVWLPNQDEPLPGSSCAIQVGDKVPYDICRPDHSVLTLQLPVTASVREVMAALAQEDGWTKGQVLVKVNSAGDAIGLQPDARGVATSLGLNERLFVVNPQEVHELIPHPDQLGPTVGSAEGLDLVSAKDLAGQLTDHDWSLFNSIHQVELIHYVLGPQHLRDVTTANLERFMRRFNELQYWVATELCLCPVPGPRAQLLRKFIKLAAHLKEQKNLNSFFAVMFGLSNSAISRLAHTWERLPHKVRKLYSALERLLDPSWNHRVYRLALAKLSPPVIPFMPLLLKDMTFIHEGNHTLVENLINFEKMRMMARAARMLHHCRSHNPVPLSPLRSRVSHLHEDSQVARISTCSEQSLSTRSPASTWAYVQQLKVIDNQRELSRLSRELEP
CCT chaperon mod – cytosolic chaperonin activity modulation. purified chaperonin ATPase assay, HTRF ADP detection, 30 min. activity change, % (concentration not given with the values), hits read low. 0.3% of 360,000 active. AID 651819; in the data active = activity change below about -30%; also: % is scaled to controls: 0 for no effect and ±100 for the full control effect
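TRiC (40 or 20 nM final, by batch activity) in 30 mM Tris pH 7.4, 100 mM KCl, 5 mM MgCl2, 1 mM DTT was treated with compound at 76 uM single dose, then 10 uM ATP, 30 min at 37 °C. ADP was read by HTRF Transcreener.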
EPAC1 ag – activates human EPAC1 exchange factor; EPAC1 agonist qHTS, biochemical assay; response scale: 100% = response to 6.5 mM cAMP; Potency, µM (top dose mostly 154 µM), inactives show at the highest dose activation, most hits filed as activators; 0.073% of 360,000 active; AID 720707; also: potency is read from the fitted curve at half-maximal effect; nearly all actives have a fitted effect of over 60% in size
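EPAC1 100 nM, Rap1B–BODIPY-GDP 250 nM, unlabeled GDP 50 uM; compound titration; 5 min RT; kinetic read ex480/em540 at 5-min intervals ×30 min; data normalized to 6.5 mM cAMP agonist control.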
Starred values were filed as active, the others as inactive; ? = inconclusive; nt = no result given; [ ] = dose if it differs, or a comment. Unless noted, calls follow the shape of the dose curve; as a rule, active = well fitted curve in the direction sought with a large enough effect; inconclusive = small, poorly fitted or top-dose-only effect, or another doubt; inactive = no such curve, though single readings can be large; an effect the other way counts as inactive or inconclusive. The list is partial. The share of hits here may be higher or lower than overall.

SMILES | WRN helicase inh | PI5P4Ka inh | PLK1 PBD block | EPAC2 agonist | IL2 activator | EPAC1 antag | CCT chaperon mod | EPAC1 ag
O=C1CC(c2ccc(S(=O)(=O)NCc3ccncc3)cc2)CN1 (stereo not drawn) | 0% | -3 | -4% | 4% | -3.8 | -10% | 0.0 | -3%
O=C(Cn1cnc2ccccc2c1=O)NCc1ccc2c(c1)OCO2 | 4% | 3 | -1% | -17% | -0.6 | -5% | 0.0 | -11%
COc1ccccc1NC(=O)CSC1CC(=O)N(c2ccc3c(c2)OCO3)C1=O (stereo not drawn) | -4% | nt | -11% | 3% | 3.3 | 10% | -2.5 | 4%
NC(=O)c1nsc(C(=O)N(c2ccccc2)C(C(=O)NCC2CCCO2)c2cccs2)c1N (stereo not drawn) | 6% | 0 | -19% | -7% | 1.2 | -16% | 2.3 | -2%
N#C/C(=C\c1ccc(O)c(Br)c1)C(=O)NCc1ccccc1 | -12% | -30 | 4% | 1% | 0.3 | -2% | -0.3 | 6%
CC(=O)N1CCN(c2nc3ccc(Br)cc3s2)CC1 | 0% | 1 | -3% | 4% | 0.4 | 3% | -0.7 | 3%
COc1ccc(C(=O)OCCc2cc3ccccc3c(=O)o2)cc1 | -5% | 1 | 1% | 9% | -0.1 | -9% | 1.2 | 9%
CCn1c(=O)cc(O)c2ccccc21 | 1% | -4 | -11% | -4% | -3.2 | -11% | -1.3 | 13%
Cc1occc1-c1nnc(SCC(=O)N2CCCc3ccccc32)n1Cc1ccco1 | -8% | 20 | -1% | 0% | -0.5 | -10% | -0.3 | -7%
O=C(NCc1cccnc1)c1ccc2c(=O)n(CCCN3CCCC3=O)c(=S)[nH]c2c1 | 0% | 0 | -8% | 13% | 1.2 | -17% | 0.7 | 3%
CC(C)(C)n1nc2c(c1NC(=O)COc1ccc(F)cc1)CS(=O)(=O)C2 | 3% | -11 | -13% | 7% | -4.0 | -10% | -2.1 | 4%
Cc1ccc(N2CCN(C(=O)c3cc(COc4c(C)cccc4C)on3)CC2)c(C)c1 | ? | 18 | -1% | 5% | -4.0 | -2% | -1.0 | 1%
O=Cc1ccc(OCCCOc2cccc3cccnc23)cc1 | 0% | -2 | -2% | -4% | 0.9 | 7% | 0.8 | -7%
Cc1ccc(C(=O)CSc2nnc3ccccn23)c(C)c1 | 7% | -5 | -10% | -3% | -2.0 | 13% | 1.0 | 2%
Cc1onc(-c2ccccc2)c1C(=O)NC(=S)NNC(=O)c1ccccc1O | -20% | -3 | -18% | 3% | -2.5 | -23% | 1.1 | 17%
CC1(C)CC(=O)C(N=Nc2cccc(S(=O)(=O)N3CCOCC3)c2)=C(O)C1 | 3% | 0 | -5% | 17% | -0.4 | -4% | 0.8 | -7%
CC/C(=N\NC(=O)c1ccc(N2CCCC2=O)cc1)c1ccccc1 | -5% | 5 | 4% | 0% | 1.2 | -1% | -0.7 | 9%
CCCCN(CC)S(=O)(=O)c1ccc(C(=O)Nc2nnc(-c3cccs3)o2)cc1 | -8% | -17 | ? | -16% | -0.2 | -13% | -3.3 | 4%
COc1ccc(S(=O)(=O)N2CCC(O)(c3cccnc3)CC2)cc1OC | -3% | -6 | ? | 8% | 1.0 | -10% | -0.3 | 5%
Cc1ccc(N(O)C(=O)OCCNC(=O)Nc2ccccc2)cc1 | 5% | -6 | -3% | 3% | -2.0 | 11% | -1.4 | 0%
COc1cc2c3c(c1)/C(=C1/SC(NC(C)=O)=NC1=O)C(=O)N3C(C)(C)C=C2C | -17% | -11 | -13% | -15% | -2.6 | 8% | -1.8 | 9%
CC(C)C(NC(=O)OCc1ccccc1)C(=O)OCC(=O)N1C(C)CCCC1C (stereo not drawn) | -14% | 10 | -2% | 11%[15.6 µM] | -0.2 | 0% | 3.3 | -11%
S=C1NCCc2ccccc2C1c1ccccc1 (stereo not drawn) | 4% | -3 | -10% | -5% | -1.1 | 5% | -0.2 | 4%
CSCCC(c1nnnn1C1CCCCC1)N1CCN(C/C=C/c2ccccc2)CC1 (stereo not drawn) | -11% | 2 | 7% | -2% | -0.5 | -18% | 0.2 | -1%
O=C(N/C(=C\c1cccnc1)C(=O)N1CCOCC1)c1ccco1 | -7% | 1 | -4% | 3% | 2.4 | -15% | -2.2 | 6%
Cc1ccc(NC(=O)C(=O)NN=C2CCCC2)cc1C | 0% | 3 | -15% | 0% | -0.3 | -14% | -2.4 | 4%
CCOC(=O)c1c(C)c(C(=O)N2CCN(C(=O)c3ccco3)CC2)c(C)n1C | -3% | nt | -5% | 11% | 0.2 | -5% | 1.2 | 8%
COCCn1c(SCC(=O)Nc2cc(C)on2)nc2ccccc21 | 1% | -1 | 5% | -3% | -0.6 | -6% | -1.8 | 4%
COc1ccc(Cl)cc1N(CC(=O)NCCSc1ccccn1)S(=O)(=O)c1ccccc1 | 5%[57.1 µM] | 3 | 0% | 10% | -0.5 | ? | 0.5 | -1%
CN(CCC1CCCCO1)C(=O)CCc1nnc(C2CCCCC2)o1 (stereo not drawn) | 5% | 2 | -16% | 1% | 0.7 | -1% | -2.6 | 0%
CC(=O)N1CCc2cc(S(=O)(=O)CCC(=O)Nc3cc(C)cc(C)c3)ccc21 | 2% | 6 | -21% | 6% | 3.9 | -25% | 0.4 | 8%
CC(C(=O)N1CCc2ccccc21)N1CCN(S(=O)(=O)c2cccs2)CC1 (stereo not drawn) | -13% | 4 | 3% | 13% | -3.0 | -9% | 0.8 | 0%
CC(C)C1CC(CCN2CCCCC2)(c2ccccc2)CCO1 (stereo not drawn) | 5% | 2 | -11% | 4% | -0.5 | -10% | -1.3 | 6%
Cc1ccccc1-c1cccc([C@@H]2C[C@H]3[C@H](CON3C)CN2C(=O)C(C)(C)C)c1 | -14% | -2 | -4% | 1% | -0.7 | 0% | -0.1 | -8%
COC(=O)CCN(C(=O)c1cccc(OC(C)=O)c1)c1ccccn1 | 6% | -1 | -3% | 7% | -0.4 | 4% | -2.1 | -5%
CC(=O)Nc1nc(=S)ss1 | -19% | -58* | 24µM* | 7% | -0.9 | -4% | -0.4 | 8%
O=C(NCc1ccccc1)[C@@H]1C[C@H]1[C@@H](NP(=O)(c1ccccc1)c1ccccc1)c1ccccc1 | 8% | 3 | -22% | 6% | 0.3 | -20% | -0.9 | -22%
COC(=O)c1nn(C)c(=O)[nH]c1=O | 3% | -4 | -5% | 7% | -0.6 | -16% | -2.8 | 7%
Cc1ccc(CSC2=CS(=O)(=O)c3ccccc3N2)cc1 | -4% | 0 | -9% | -22% | -0.6 | -6% | -0.5 | 10%
Cn1c(=O)c2[nH]c(N/N=C(/C#N)C(N)=O)nc2n(C)c1=O | -22% | -29 | -2% | -1% | 2.5 | 2% | -1.0 | 5%
COC(=O)c1ccc(/C=N/OCC(=O)Nc2cc(F)ccc2F)cc1 | -5% | 6 | -6% | 0% | -2.5 | 3% | -2.1 | 1%
COc1ccc(C(=O)Nc2ccccc2C(=O)N2CCCCC2C)cc1 (stereo not drawn) | -3% | -11 | -13% | 14% | 2.0 | 2% | -1.2 | 8%
CC1CN(C)C(C)C/C1=N/Oc1ccccc1[N+](=O)[O-] (stereo not drawn) | 2% | 3 | -11% | -2% | -1.1 | 9% | -1.2 | 0%
COc1ccc(OC)c(N(CC(=O)NC2CC3CCC2C3)S(=O)(=O)c2ccccc2)c1 (stereo not drawn) | -3% | 1 | 2% | 12% | 0.6 | 6% | 0.3 | 3%
COCCNC(=S)N1CCN(c2ccc(Cl)cc2)CC1 | -20% | -2 | -5% | 9% | -3.2 | 5% | 0.9 | 11%
Cn1c(=O)cc(N2CCOCC2)[nH]c1=O | -2% | 2 | -10% | 14% | -1.8 | 1% | -3.2 | 6%
CCOC(=O)C1=C(N)N(c2ccc(C)cc2)C2=C(C(=O)CCC2)C1c1cccs1 (stereo not drawn) | -3% | 2 | -1% | 11% | 0.3 | -2% | -2.3 | 16%
CCOc1ccccc1NC(=O)CN1CCN(Cc2ccccc2)CC1 | 4% | 8 | -9% | 3% | 2.1 | 0% | -1.1 | -18%

10 structures from above, ordered by formula weight, lowest first:
SMILES | WRN helicase inh | PI5P4Ka inh | PLK1 PBD block | EPAC2 agonist | IL2 activator | EPAC1 antag | CCT chaperon mod | EPAC1 ag
COC(=O)c1nn(C)c(=O)[nH]c1=O | 3% | -4 | -5% | 7% | -0.6 | -16% | -2.8 | 7%
CC(=O)Nc1nc(=S)ss1 | -19% | -58* | 24µM* | 7% | -0.9 | -4% | -0.4 | 8%
CC1CN(C)C(C)C/C1=N/Oc1ccccc1[N+](=O)[O-] (stereo not drawn) | 2% | 3 | -11% | -2% | -1.1 | 9% | -1.2 | 0%
Cn1c(=O)c2[nH]c(N/N=C(/C#N)C(N)=O)nc2n(C)c1=O | -22% | -29 | -2% | -1% | 2.5 | 2% | -1.0 | 5%
COCCNC(=S)N1CCN(c2ccc(Cl)cc2)CC1 | -20% | -2 | -5% | 9% | -3.2 | 5% | 0.9 | 11%
CC(C)C1CC(CCN2CCCCC2)(c2ccccc2)CCO1 (stereo not drawn) | 5% | 2 | -11% | 4% | -0.5 | -10% | -1.3 | 6%
Cc1ccccc1-c1cccc([C@@H]2C[C@H]3[C@H](CON3C)CN2C(=O)C(C)(C)C)c1 | -14% | -2 | -4% | 1% | -0.7 | 0% | -0.1 | -8%
CC(C(=O)N1CCc2ccccc21)N1CCN(S(=O)(=O)c2cccs2)CC1 (stereo not drawn) | -13% | 4 | 3% | 13% | -3.0 | -9% | 0.8 | 0%
CCOC(=O)C1=C(N)N(c2ccc(C)cc2)C2=C(C(=O)CCC2)C1c1cccs1 (stereo not drawn) | -3% | 2 | -1% | 11% | 0.3 | -2% | -2.3 | 16%
O=C(NCc1ccccc1)[C@@H]1C[C@H]1[C@@H](NP(=O)(c1ccccc1)c1ccccc1)c1ccccc1 | 8% | 3 | -22% | 6% | 0.3 | -20% | -0.9 | -22%
